High-throughput results (PubChem)
mcGAS MS inh: inhibitors of Mus musculus cyclic GMP-AMP synthase, initial high-throughput assay, cell-free, RapidFire MS | AID 1259397, 2018 | Q8C6L5 | recombinant mouse cGAS, cGAMP by RapidFire MS | inhibition, % at 12.5 µM | 0.18% of 130,000 active;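 active means inhibition of cGAS enzyme activity at or above 60%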;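 further: enzyme stimulated by 45 bp dsDNA with ATP and GTP substrates; cGAMP share of summed cGAMP plus half ATP and half GTP signals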
Target sequence (Q8C6L5 whole entry, looked up): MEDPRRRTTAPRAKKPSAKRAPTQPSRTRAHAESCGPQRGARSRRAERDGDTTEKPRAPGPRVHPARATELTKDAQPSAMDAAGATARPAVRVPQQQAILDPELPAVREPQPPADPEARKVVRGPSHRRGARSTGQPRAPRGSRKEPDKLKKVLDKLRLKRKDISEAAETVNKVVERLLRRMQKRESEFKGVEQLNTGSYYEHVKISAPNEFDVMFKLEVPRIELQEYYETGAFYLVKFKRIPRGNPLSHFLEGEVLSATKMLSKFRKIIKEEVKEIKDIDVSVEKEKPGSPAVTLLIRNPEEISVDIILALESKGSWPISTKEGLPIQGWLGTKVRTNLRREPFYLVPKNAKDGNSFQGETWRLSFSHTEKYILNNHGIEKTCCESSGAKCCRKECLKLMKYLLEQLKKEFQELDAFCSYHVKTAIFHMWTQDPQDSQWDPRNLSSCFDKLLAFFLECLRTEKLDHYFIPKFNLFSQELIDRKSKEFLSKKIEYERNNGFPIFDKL
The depositor's hits bear a star; & = joins results of further samples. The list is partial, so the mix of outcomes need not match the whole.

SMILES	mcGAS MS inh
CCOc1ccccc1C(=O)N1C[C@@H](N)C[C@H]1C(=O)NC	0
CC(C)CC(C)N(C(=O)CCC1CCCO1)c1ccc2[nH]ccc2c1 (stereo not drawn)	-13
COc1cc(Cl)c(C(=O)N2CCOC(c3ccccc3)C2)cc1OC (stereo not drawn)	-4
Cc1ccc(F)c(S(=O)(=O)NC(=O)C2(C)CCN2C(=O)CC2CC2)c1 (stereo not drawn)	-6
Cn1ccsc1=NC(=S)NC1CC2CCC1C2 (stereo not drawn)	-2
CCCOCC1CCN(c2nc(-c3cccnc3)nc3c2cnn3C)C1 (stereo not drawn)	-7
O=C(CSc1ncnc2c1cnn2-c1ccc(F)cc1)N1CCOCC1	-3
CN1CCc2c(sc3[nH]c(=O)c4c(=S)nc(-c5ccco5)[nH]c4c23)C1	16
O=C(COc1ccc(Oc2ccccn2)cc1)NC1CC1	-2
COc1cc(-c2cccs2)cc2c1OCCN(CC(=O)Nc1cnn(C)c1)C2	-8
CCS(=O)(=O)CC(=O)N1CCCC(n2nc(C)nc2C)C1 (stereo not drawn)	-15
Cn1c(=O)n(Cc2ccc(F)cc2Cl)c2cnccc21	-1
Cc1ccnc(CC(C)N(C)C(=O)c2ccc(N3CCN(C)CC3)cc2)c1 (stereo not drawn)	-10
CC1(C(=O)Nc2ccc(N3CCCC3)nc2)CCCO1 (stereo not drawn)	-3
COC(=O)C1C(=O)Oc2c(Br)cc(Br)cc2C1C1CCOC1=O (stereo not drawn)	-8
O=C1N(c2ccc(Cl)cc2)C(c2ccc3c(c2)OCO3)C1(F)F (stereo not drawn)	-1
Clc1cccc(NCn2nnc3ccccc32)c1Cl	-3
COCc1nc(N2CCCC(OCc3ccccn3)C2)c2cnn(C)c2n1 (stereo not drawn)	11
CCOCCCn1c(C)cn2c3c(=O)n(Cc4ccccc4C)c(=O)n(C)c3nc12	-7
Cc1cc(C(=O)N(C)CC(=O)c2ccc(O)cc2)n[nH]1	-9
N#Cc1ccc(-c2ccc(OS(=O)(=O)c3cnc[nH]3)cc2)cc1	-24
c1cc(NC2CCCCCCC2)cc(-c2cnco2)c1	-11&-1
CNC(=O)CNC(=O)c1cc(-c2ccc(C)cc2C)nc2ccccc12	-13
COc1ccc(-c2csc(NC(=O)c3ccc(=O)n(C)n3)n2)cc1F	-1
CCNS(=O)(=O)c1ccc2c(c1)N(S(=O)(=O)c1ccc(OC)c(OC)c1)CC2	-8
Cc1cccnc1CN(Cc1ccccc1)C(=O)CSc1nnc(N)s1	-16
COc1nn(C)cc1C(=O)N1CCN(C(=O)c2ccco2)CC1	-15
O=C(c1csc(-c2cccnc2)n1)N1C[C@@H]2[C@@H]3CC[C@@H](C3)[C@@H]2C1	-10
O=c1[nH]c2ccccc2c(=O)n1C1CC1c1ccccc1 (stereo not drawn)	-22&-8
Cc1ccc(NC(=O)CN2CCN(Cc3cccs3)CC2)c(C)c1	-16

Brought forward from above: 3 entries; new compounds follow.
SMILES	mcGAS MS inh
O=C(c1csc(-c2cccnc2)n1)N1C[C@@H]2[C@@H]3CC[C@@H](C3)[C@@H]2C1	-10
O=c1[nH]c2ccccc2c(=O)n1C1CC1c1ccccc1 (stereo not drawn)	-22&-8
Cc1ccc(NC(=O)CN2CCN(Cc3cccs3)CC2)c(C)c1	-16
CCC1CN(C(=O)c2ccc(CNC(C)=O)o2)CC1N1CCOCC1 (stereo not drawn)	4
c1ccc(-n2ncc3c(N4CCN(CCOc5cccc6ccccc56)CC4)ncnc32)cc1	-13
O=C(NC1CC1)c1ccc(CN(CC(=O)N2CCCCCCC2)Cc2ccco2)cc1	-3
CC(=O)c1c(C)oc2ccc(N(C(=O)c3ccncc3)S(=O)(=O)c3ccc(C(C)(C)C)cc3)cc12	-9
CC(C)c1ccc(C=C(C#N)S(C)(=O)=O)cc1	0
C/C(=N/NC(=O)c1nc2nc(C)cc(C)n2n1)c1ccc(F)cc1	-5
CC(C)N(Cc1cnn(C)c1)Cc1cnc(S(C)(=O)=O)n1CC1CCCO1 (stereo not drawn)	-8
CC(C)c1nc(C(=O)N2CCCC(Nc3ccc4c(c3)OCCO4)C2)cs1 (stereo not drawn)	-10
C=c1ccccc1=c1[nH]/c(=C/c2cccc(C(F)(F)F)c2)c(=O)o1	17
O=C(N/N=C\c1ccncc1)c1ccc(COc2ccccc2Br)cc1	-9
CC(NC(=O)Cn1ccnc1)c1ccccc1Cl (stereo not drawn)	-7
CC(C)(C)CC(C)(C)c1ccc(OCC(=O)N=Nc2c(O)n(Cc3ccc(Cl)cc3)c3ccccc23)cc1	-2
CC(C)(C)c1cc(NC(=O)C2CCCO2)n(Cc2ccccc2)n1 (stereo not drawn)	-11
Cc1cn2c3c(=O)n(C)c(=O)n(C)c3nc2n1-c1ccccc1F	-5
CC1(C(=O)O)CC=CCC1C(=O)O (stereo not drawn)	-7
N#Cc1ccsc1N1CCC(Sc2ncc[nH]2)C1=O (stereo not drawn)	-2
Fc1ccccc1-c1nc(-c2ccccc2)no1	-19
CC(C)(C)c1cc(C(=O)/C=C/c2ccc(C(=O)O)cc2)cc(C(C)(C)C)c1	3
Cc1nccn1-c1ccccc1CNC(=O)c1cccc2ccnn12	-14
CC(OC(=O)Cn1cc(I)c(=O)c(I)c1)C(N)=O (stereo not drawn)	-5
CCCCc1nc2cc(C(=O)NCCc3cnccn3)ccc2o1	12
CC(C)CC(NC(=O)N(C)Cc1ncnn1C)c1ccc(Cl)cc1 (stereo not drawn)	-1
COc1ccc(C=CC(=O)Nc2nnc(C)s2)cc1	-8
CCOC(=O)CC1=Nc2cc(C)c(C)cc2N(CC(=O)Nc2cccc(C)c2Cl)C(=O)C1	-1
O=S(=O)(c1cc(Cl)cc(Cl)c1O)N1CCCC(C(F)(F)F)C1 (stereo not drawn)	4
CN(C(=O)c1cnn2c1CCCC2)[C@@H]1CCN(Cc2ccccc2)C1	-31
CC(C)CC(NC(=O)c1ccccc1)C(=O)N1CCC(n2c(=O)[nH]c3ccccc32)CC1 (stereo not drawn)	2
Cc1sc2nc(CSCC(=O)c3cc(C)n(C)c3C)[nH]c(=O)c2c1C	-9
Cc1nc(-c2ccccn2)nc(NC2CCN(CC(F)F)CC2)c1C	-6
NC(=O)C(CNC(=O)Nc1ccccn1)Cc1ccc(F)cc1 (stereo not drawn)	-8
COCCNC(=O)c1ccc(OC2CCN(Cc3ccc(C)s3)CC2)c(Cl)c1	-4
CC(C)c1cc(C(=O)N(C)Cc2nccn2C(F)F)c(O)c(C(C)C)c1	-3
Cc1cccnc1-n1nc(-c2ccccc2)nc1Cn1cc(C)c(=O)[nH]c1=O	-13
Cc1ccc(C2(O)CCN(C(=O)C[C@@H]3C[C@@H]4C=C[C@H]3C4)CC2)nc1	-49
CCC(NCc1cc(=O)n2nc(C)sc2n1)C12CC3CC(CC(C3)C1)C2 (stereo not drawn)	-7
O=C(CNc1cccc2c1CCCC2)Nc1cccc(S(=O)(=O)N2CCOCC2)c1	-11&-3
c1cnc(Oc2ccc(CNC3CCCN(c4nc5ccccc5s4)C3)cc2)nc1 (stereo not drawn)	-7
C=CCn1c2c(c(=O)[nH]c1=O)C(c1ccc(F)cc1)C1C(=O)OCC1=N2 (stereo not drawn)	13
CC1CCCCN1C(=O)c1cc2c(=O)n3ccccc3nc2n1C (stereo not drawn)	-8
C[C@H](NC(=O)CN1Cc2ccc(Nc3cccc(F)c3)nc2C1=O)c1ccccc1	11
CC1CCCCN1Cc1nnc(C(=O)Nc2ccc(Cl)cc2)s1 (stereo not drawn)	-2
CC(c1cccc(-c2nccc(N3CCC(O)CC3)n2)c1)N1CCCC1 (stereo not drawn)	-2
COc1cc(C)ccc1S(=O)(=O)NC(=O)C1(C)CCN1C(=O)Cc1ccc(Cl)cc1Cl (stereo not drawn)	-7
CCc1[nH]c2ccc(CNC(=O)Cc3ccc4c(c3)NC(=O)CO4)cc2c1C	-10
CC(C)NC(=O)c1ccc(OCc2cccs2)cc1	-19
Cc1ccc(NC(=O)C(=O)N(C)Cc2nc(C3CC3)no2)c(C)c1	-16
COc1cccc(NC(=O)Cc2csc(C(C)C)n2)c1	-7
COc1c(NC(=O)Cc2ccc(Br)cc2)c(C)nn1C	-3
Nc1cc(-c2ccc(-c3ccn[nH]3)cc2)ccn1	-7
COC(=O)N1CCC(=NNC(=O)NCC2CC2)CC1	-7
O=c1ccc(-c2ccncc2)nn1CCNS(=O)(=O)c1ccc(F)cc1F	-10
CC1C(c2ccccc2)=[N+]([O-])C(C)(c2ccc(F)cc2)N1O (stereo not drawn)	-9
Cc1cc(C)n(CC(=O)N=Nc2c(O)[nH]c3c(C)cccc23)n1	-7
Cc1c(C)n2c3c(=O)n(C)c(=O)n(C)c3nc2n1Cc1ccccc1F	-3
CCc1ccccc1N=C1SCC(=O)C1C(=O)OC (stereo not drawn)	-7
CCc1ccc(CC)c(NC(=O)NCc2ccc(S(C)=O)cc2)c1 (stereo not drawn)	29
Cc1oc(-c2ccccc2NS(C)(=O)=O)nc1CN(C)Cc1cccs1	-11
Cc1nonc1OCCNC(=O)CCN1CCCCCCC1	-18
Cn1c(NCc2ccccc2COc2ccccc2)c(C#N)c(=O)n(C)c1=O	-3
Cc1c(C)n2c3c(=O)n(Cc4ccccc4F)c(=O)n(C)c3nc2n1CCCO	0

Going on with the list.
SMILES	mcGAS MS inh
COc1ccc(OC(F)(F)F)cc1CC1(C)C(=O)Nc2ccc(C)cc21 (stereo not drawn)	-6
Cc1cc(C)cc(NNC(=O)c2ccc(F)cc2F)c1	-7
Cc1nc(N)ncc1C(=O)N1CCCC(CCc2cccc(C(F)(F)F)c2)C1 (stereo not drawn)	-16
O[C@H]1CN(C/C=C/c2ccccc2)C[C@@H]1N1CCN(c2ccccn2)CC1	-3
NCCCC(N)CC(=O)NCC1NC(=O)C(CO)NC(=O)C(N)CNC(=O)C(C2CCN=C(N)N2)NC(=O)C(C=NC(N)=O)NC1=O (stereo not drawn)	-3&5
CC(C)(C)c1cc(CN2CCN(c3nccc4ccccc34)CC2)[nH]n1	-35
COc1ccc2[nH]c(CNC(=O)c3cccc(-n4cccn4)c3)cc2c1	-17
Cc1c(C(NC(=O)C(C)S(C)(=O)=O)C(C)C)oc2ccccc12 (stereo not drawn)	-1
COc1ccc(N2CCN(Cc3ncccc3F)C(C)C2)cc1 (stereo not drawn)	-2
Cc1cccc[n+]1CC(=O)C=C1N(C)c2ccccc2C1(C)C	-1
COC(=O)c1cc(C)sc1NC(=S)Nc1cnn(C)c1C(N)=O	-8
O=[N+]([O-])c1cc(S(=O)(=O)N2CCOCC2)ccc1NC1CCS(=O)(=O)C1 (stereo not drawn)	2
COc1ccc(NC(=S)NC2CCCCC2)cn1	-5
Cc1cc(C)c(C)c(SCC(=O)N2CCNC(=O)C2)c1C	-17
CCN(CC(=O)NC1CCS(=O)(=O)C1)Cc1nc2ccccc2n1C (stereo not drawn)	6

Fetched one by one from the entries so far:
SMILES	mcGAS MS inh
COc1ccc2[nH]c(CNC(=O)c3cccc(-n4cccn4)c3)cc2c1	-17
Cc1cc(C)cc(NNC(=O)c2ccc(F)cc2F)c1	-7
Cc1cc(C)c(C)c(SCC(=O)N2CCNC(=O)C2)c1C	-17

Molecules shown so far with an aryl thioether with sulfur outside any ring, in the order listed:
SMILES	mcGAS MS inh
O=C(CSc1ncnc2c1cnn2-c1ccc(F)cc1)N1CCOCC1	-3
Cc1cccnc1CN(Cc1ccccc1)C(=O)CSc1nnc(N)s1	-16
N#Cc1ccsc1N1CCC(Sc2ncc[nH]2)C1=O (stereo not drawn)	-2
Cc1cc(C)c(C)c(SCC(=O)N2CCNC(=O)C2)c1C	-17

Taken from above:
mcGAS MS inh, CCC1CN(C(=O)c2ccc(CNC(C)=O)o2)CC1N1CCOCC1 (stereo not drawn) reads 4
mcGAS MS inh, c1ccc(-n2ncc3c(N4CCN(CCOc5cccc6ccccc56)CC4)ncnc32)cc1 reads -13

Further structures.
SMILES	mcGAS MS inh
Cc1nc(-c2nc(N(C)C)nc(N(C)C)n2)no1	-34
O=C(c1ccnc(-c2ccc(Cl)cc2Cl)c1)N1CCOCC1	-17
COc1ccc(CNC(=O)Nc2ccc3c(c2)OCCO3)cc1	-5
Fc1ccccc1N1CCC(NCCNc2cccnc2)CC1	-16
O=C(NCc1nnc(-c2ccccc2)o1)c1cccc2c1NCCC2	-9
CN(C(=O)NC1CCCCC1)C1CCN(c2ccccn2)CC1	-14
CCCN(Cc1ccccc1)C(=O)/C=C/CN(C)C	-5
O=C(CN1CCCCCC1)Nc1cccc2ncccc12	-1
N#CCCC(C#N)Cn1nc(-c2ccc(Br)cc2)c2ccccc2c1=O (stereo not drawn)	-12
OC(CCCN1CCN(c2ncc(F)cn2)CC1)c1ccc(F)cc1 (stereo not drawn)	-8
CC(C)SCC(=O)NC(C1CC1)C1CC1	-10
COc1cccc(NC(=O)CCC2CCN(Cc3cc4ccccc4o3)CC2)c1	0
CC1CC1C(=O)Nc1ccc(F)cc1C(=O)N1CCc2ccccc2C1 (stereo not drawn)	-12
CN1CCC(Cc2noc(C3CCCCO3)n2)CC1 (stereo not drawn)	-15
COCCN(C(=O)c1ccc(C#N)cc1)c1ccc(C(F)(F)F)cn1	-2
CC(=O)C(C)n1c(=O)c2c(nc3n(-c4cccc(C)c4)c(C)c(C)n23)n(C)c1=O (stereo not drawn)	-3
N#Cc1ccc(-c2ccc(OCC(=O)c3ccc4c(c3)CC(=O)N4)cc2)cc1	-5
Cc1nc(CCC(=O)N2CCCN(Cc3ccc(F)cc3)C(C(C)C)C2)n[nH]1 (stereo not drawn)	-44
O=C(CCNc1ccccc1)N1CCN(C(=O)c2cc(Cl)cc(Cl)c2)CC1	-3
CCc1ccc(S(=O)(=O)NCCCn2nc(-c3ccc(OC)cc3)ccc2=O)s1	6
CC(=O)c1ccc(C(=O)NCc2csc(C)n2)cc1	-27
Cc1cc(O)cc(C)c1CN1CCOC(CCCc2ccccc2)C1 (stereo not drawn)	-6
O=C(NCc1ccccc1F)c1ncc(Cl)c(Cl)c1Cl	14
C=CC[C@H]1CC(C)=C[C@H](CC=C)N1Cc1ncccc1C(=O)O	-8
